Compound activity deposited in PubChem by Small Molecule Screening Facility, UW Madison.
RMI FANCM FP – blocks RMI1/RMI2 complex binding to FANCM MM2 peptide; Fluorescence polarization, RMI core complex with F-MM2 peptide; hits give low values; FP signal (polarization) at 33 µM; 70,000 compounds, 0.58% hits; AID 1159607; in the data active means FP signal below about 40; further: inactives centre near 61; strong numbers were not always called active; unit not given here
* hit, by the source's call; & = joins results of further samples; ! = not active in a repeat.

SMILES	RMI FANCM FP
COP(=O)(OC)OC(Br)C(Cl)(Cl)Br (stereo not given)	55
CCc1c(C(=O)OC)c2cc(O)ccc2n1Cc1ccccc1	51
O=c1cccc2n1CC1CC2CN(C(=S)Nc2ccc(OC(F)F)cc2)C1 (stereo not given)	55
CCC1(C)CC(=O)NC(=O)C1	55
Cc1ccc(S(=O)(=O)N[C@@H](CCCCN)C(=O)CCl)cc1	57
CC(=O)NS(=O)(=O)c1ccc(NC(=O)c2cccn(Cc3cccc([N+](=O)[O-])c3)c2=O)cc1	51
COc1cccc2c1cc([N+](=O)[O-])c1c(C(=O)O)cc3c(c12)OCO3	61
CC(=O)OCC(=O)[C@H]1CC[C@H]2[C@@H]3CC[C@H]4C[C@H](O)CC[C@]4(C)[C@H]3C(=O)C[C@]12C	61
Oc1cccc2cccnc12	65
CCOP(=O)(Oc1ccccc1)c1c([N+](=O)[O-])cc(C(F)(F)F)cc1[N+](=O)[O-] (stereo not given)	58
C[C@@H]1O[C@H](C[N+](C)(C)C)C[C@H]1O	51
CCOC(=O)c1ccc(NC(=O)c2cccn(Cc3cccc([N+](=O)[O-])c3)c2=O)cc1	53
COc1ccc2c(c[n+](C)c3c4cc5c(cc4ccc23)OCO5)c1OC	54
COc1ccc2c(c1OC)C(=O)O[C@@H]2[C@@H]1c2cc3c(cc2CCN1C)OCO3	49
O=C(Nc1ccon1)c1cccn(Cc2cccc([N+](=O)[O-])c2)c1=O	52
C[C@H](Cc1ccc2c(c1)OC(C(=O)O)(C(=O)O)O2)NC[C@H](O)c1cccc(Cl)c1	47
O=C(Nc1ccc(F)c(F)c1F)c1cccn(Cc2cccc([N+](=O)[O-])c2)c1=O	52
C[C@]12C=CC(=O)C=C1CCC1C2CC[C@]2(C)C(=O)CCC12 (stereo not given in full)	58
CC(=O)C1=NN(c2ccccc2)C2c3cccc4cccc(c34)C12 (stereo not given)	69
Cc1cc(Br)cc(Br)c1	54
Cc1ccc(C2(O)C[N+]3=C(SCCC3)N2Cc2ccccc2)cc1 (stereo not given)	78
COc1cc2c(cc1O)CCNC2C (stereo not given)	58
O=C1NC(=O)C(=Cc2ccccc2)C(=O)N1	68
CC12CCC3C(CCC4C/C(=N\N)CCC43C)C1CCC2O (stereo not given)	63
Cc1cc(NC(=O)c2cccn(Cc3cccc([N+](=O)[O-])c3)c2=O)ccc1Br	52
C[C@]12CC[C@H](O)CC1=CC[C@@H]1[C@@H]2CC[C@@]2(C)[C@H]1CC[C@]2(C)O	55
COc1cc(OC)c2c(c1)O[C@H](c1ccc(OC)c(OC)c1)[C@H](O)C2	60
C[C@@]12N[C@@H](Cc3ccccc31)c1ccccc12	58
CNC(Cc1c[nH]c2ccccc12)C(=O)O (stereo not given)	57
NCCSc1c[nH]c2ccccc12	60
CCCN1CCc2cccc3c2[C@H]1Cc1ccc(O)c(O)c1-3	57
O=C(O)Cc1cnc[nH]1	56&56
Cc1csc(NC(=O)c2cccn(Cc3ccccc3Cl)c2=O)n1	57
C[C@H]1OC(O[C@H]2[C@@H](O)CC(O[C@H]3[C@@H](O)C[C@H](O[C@H]4CC[C@]5(C)C6CC[C@]7(C)[C@@H](C8=CC(=O)OC8)[C@@H](O)C[C@]7(O)[C@@H]6CC[C@@H]5C4)O[C@@H]3C)O[C@@H]2C)C[C@H](O)C1O (stereo not given in full)	63
COc1cc2c(cc1OC)[C@@]13CCN4CC5=CCOC6CC(=O)N2C1[C@H]6[C@H]5C[C@H]43 (stereo not given in full)	65
O=C(Nc1ccc2c(c1)OCCO2)c1cccn(Cc2ccccc2F)c1=O	56

Reprinted from the part before: 2 compounds, followed by the next part.
SMILES	RMI FANCM FP
COc1cc2c(cc1OC)[C@@]13CCN4CC5=CCOC6CC(=O)N2C1[C@H]6[C@H]5C[C@H]43 (stereo not given in full)	65
O=C(Nc1ccc2c(c1)OCCO2)c1cccn(Cc2ccccc2F)c1=O	56
CC[C@H]1CN2CCC1C[C@H]2[C@H](O)c1ccnc2ccc(OC)cc12 (stereo not given in full)	63
Cc1ncc(CNC(=O)N(CCCl)N=O)c(N)n1	56&60
CC(Cc1ccc(O)cc1)NCC(O)c1cc(O)cc(O)c1 (stereo not given)	-13*!
CCc1ccc2nc(N3CCNCC3)sc2c1	74
C=C(C)c1cc2cc(C(C)=O)c(O)cc2o1	60
C[C@@H](N)[C@@H](O)c1ccccc1	61
O=C(O)c1nn(Cc2ccc(Cl)c(Cl)c2)c2ccccc12	57
N#C/C(=C\c1ccc(O)cc1)C(=O)O	56
CCCN1CCC[C@@H]2Cc3nc(N)ncc3C[C@H]21	52
CCNc1nc(Cl)nc(NC(C)C)n1	53
O=C(O)CCn1cc(C=C2C(=O)NC(=O)NC2=O)c(-c2ccc(Br)cc2)n1	58
O=C(O)CCCOc1ccc(Cl)cc1Cl	43
CC(=O)c1ccc(Cl)c(-n2c(=S)[nH]c3ccccc3c2=O)c1	54
NC1=NC(=O)C(c2ccccc2)O1 (stereo not given)	17*
CCCN(CCC)C(=O)Cc1c(-c2ccc(Cl)cc2)nc2c(Cl)cc(Cl)cn12	49
CN1[C@@H]2CC[C@H]1CC(OC(=O)C1C=Nc3ccccc31)C2 (stereo not given in full)	65
N#CCc1cccc(CC#N)c1	55
CCn1nc(C(=O)Nc2ccc(Cl)cc2C(=O)c2ccccc2Cl)cc1C	67
C=C(C)C1Cc2c(ccc3c(=O)c4c(oc23)COc2cc(OC)c(OC)cc2-4)O1 (stereo not given)	59
CCCCCCCCCc1ccc(O)cc1	56
CC1CCC(C(C)C)C(OP(=S)(OC2CC(C)CCC2C(C)C)OC2CC(C)CCC2C(C)C)C1 (stereo not given)	53
S=P(N=C(N1CCOCC1)C(Cl)(Cl)Cl)(N1CCOCC1)N1CCOCC1	59
O=C(Nc1ccc2c(c1)OCO2)c1cccn(Cc2cccc([N+](=O)[O-])c2)c1=O	54
CN(N=O)c1cc(O)ccc1O	52
CC1=C2[C@H]3OC(=O)[C@@H](C)[C@@H]3CC[C@@]2(C)C=CC1=O	66&56&54
CC12CCC3C(CC4OCC35CCC(O)C[C@]45Br)C1CCC2OC(=O)c1ccccc1 (stereo not given in full)	70&58
NC(P(=O)(O)O)P(=O)(O)O	62
O=C(N1CCCCC1)C(Cl)(Cl)Cl	64
CC(C)(C)NCC(O)c1cc(Cl)c(N)c(Cl)c1 (stereo not given)	4*!
CC(N)C(O)c1ccc(O)c(O)c1 (stereo not given)	65
C=C1CC[C@@H]2CCC3C(CCC4(C)C3CC[C@]4(C)O)C2(C)C1 (stereo not given in full)	55
O=C(COc1ccccc1)Nc1ccc(Br)cc1C(=O)c1ccccc1	76
CC(C)(C)c1ccc(C(=O)Nc2ccc3c(C(F)(F)F)cc(=O)oc3c2)cc1	53
COc1ccc2c(c1OC)C(=O)O[C@@H]2[C@H]1c2cc3c(cc2CCN1C)OCO3	74
N=C1c2ccccc2CN1c1ccc(Br)cc1	70
Cc1noc(C)c1CCl	56

Ordered by molecular weight (rising): some entries from above
SMILES	RMI FANCM FP
Cc1noc(C)c1CCl	56
N#CCc1cccc(CC#N)c1	55
CN(N=O)c1cc(O)ccc1O	52
CC(N)C(O)c1ccc(O)c(O)c1 (stereo not given)	65
NC(P(=O)(O)O)P(=O)(O)O	62
CCCCCCCCCc1ccc(O)cc1	56
O=C(N1CCCCC1)C(Cl)(Cl)Cl	64
CC1=C2[C@H]3OC(=O)[C@@H](C)[C@@H]3CC[C@@]2(C)C=CC1=O	66&56&54
CC(C)(C)NCC(O)c1cc(Cl)c(N)c(Cl)c1 (stereo not given)	4*!
CN1[C@@H]2CC[C@H]1CC(OC(=O)C1C=Nc3ccccc31)C2 (stereo not given in full)	65
N=C1c2ccccc2CN1c1ccc(Br)cc1	70
C=C1CC[C@@H]2CCC3C(CCC4(C)C3CC[C@]4(C)O)C2(C)C1 (stereo not given in full)	55
CC(C)(C)c1ccc(C(=O)Nc2ccc3c(C(F)(F)F)cc(=O)oc3c2)cc1	53
C=C(C)C1Cc2c(ccc3c(=O)c4c(oc23)COc2cc(OC)c(OC)cc2-4)O1 (stereo not given)	59
O=C(Nc1ccc2c(c1)OCO2)c1cccn(Cc2cccc([N+](=O)[O-])c2)c1=O	54
CCn1nc(C(=O)Nc2ccc(Cl)cc2C(=O)c2ccccc2Cl)cc1C	67
O=C(COc1ccccc1)Nc1ccc(Br)cc1C(=O)c1ccccc1	76
CC1CCC(C(C)C)C(OP(=S)(OC2CC(C)CCC2C(C)C)OC2CC(C)CCC2C(C)C)C1 (stereo not given)	53

Additional records:
SMILES	RMI FANCM FP
NC(Cc1cc(O)c(O)cc1O)C(=O)O (stereo not given)	-4*
O=C1C=C(Cl)C(=O)C=C1Cl	53
CC(=O)NBr	53
Nc1ccccc1-n1c(=S)[nH]c2ccc(Br)cc2c1=O	57
Cc1c(C)c(C)c(CCN)c(C)c1C	75
Cc1nc2cc(Cl)ccc2c(=O)n1-c1cccnc1	55
O=C(/C=C/c1ccccc1)Nc1ccc(Br)cc1C(=O)c1ccccc1Cl	55
C#CCN[C@H](C)Cc1ccccc1	57
COc1ccc(C(=O)OC2C[C@H]3CC[C@H](C2)N3C)cc1OC (stereo not given in full)	92
COc1ccc(-c2csc(CN3CCN(C(=O)Cc4ccc(F)cc4)CC3)n2)cc1	62
COc1cc(CC(C)N)c(OC)cc1I (stereo not given)	59
O=S(=O)(F)CCSC1=NCCS1	58
O=C1NC(=S)NC(=O)C1=C/C=C/c1ccccc1	56
Cc1nnc(N)n1N	65
Fc1cc(F)c2nc(N3CCNCC3)sc2c1	72
O=C1NC(=S)NC(=O)C1=Cc1cc2c(cc1[N+](=O)[O-])OCO2	63
CC(C)(C)c1cc(C(c2ccc(O)cc2)c2c(O)c3ccccc3oc2=O)cc(C(C)(C)C)c1O (stereo not given)	53
CCN(CCCl)Cc1ccccc1Br	53
CS(=N)(=O)CC[C@H](N)C(=O)O (stereo not given in full)	50&61
CC(=O)O[C@@H]1CC2C(C)(C)C(=O)C=C[C@]2(C)C2CC[C@]3(C)C(=CC(=O)O[C@H]3c3ccoc3)[C@@]21C (stereo not given in full)	61
Cc1nn(Cc2ccccc2Cl)c(=N)s1	59
CCOP(=O)(C(NC(=O)c1ccccc1)=C(Cl)Cl)c1ccccc1 (stereo not given)	56
COc1cc([C@@H]2c3cc4c(cc3[C@H](OC(C)=O)[C@H]3COC(=O)[C@@H]23)OCO4)cc(OC)c1OC	55
Cc1ccc(NC(=O)c2cccn(Cc3ccccc3Cl)c2=O)cc1C	55
COC(=O)N1CCN(C(=O)Cc2ccc(Cl)c(Cl)c2)C(CN2CCCC2)C1 (stereo not given)	62&73
NCC(CC(=O)O)c1ccc(Cl)cc1 (stereo not given)	52&60&60
C[N+](C)(C)CC#CCOC(=O)Nc1cccc(Cl)c1	57
O=C(COc1ccccc1F)N1CCN(Cc2nc3ccccc3n2Cc2ccccc2)CC1	60
O=C(c1ccccc1)c1cc(Br)ccc1NC(=O)c1c(F)cccc1F	56
COc1ccc(-c2csc(CN3CCN(C(=O)COc4ccccc4F)CC3)n2)cc1	63
O=C(Nc1cccc(Br)c1)c1cccn(Cc2ccc(C(F)(F)F)cc2)c1=O	51
CC(=O)OCc1ccc(C=C(C#N)C#N)o1	55
NC(=O)c1ccccc1NC(=O)c1cccn(Cc2cccc(C(F)(F)F)c2)c1=O	55
COc1cc2c(cc1OC)[C@@H]1C(=O)c3ccc(O)c(CC=C(C)C)c3O[C@@H]1CO2	58
COc1ccc(CC(=O)N2CCN(Cc3csc(-c4ccccc4)n3)CC2)cc1OC	59
Cc1c(C(=O)C(=O)N2CCC3(CC2)OCCO3)c2ccccc2n1C	59
O=[N+]([O-])c1cc(O)c(O)c([N+](=O)[O-])c1	51&59
O=C(Nc1ccon1)c1cccn(Cc2cccc(C(F)(F)F)c2)c1=O	54
CNc1ccccc1C(=O)O	60
CC(=O)C1CCC2C3CCC4C[C@H](O)CCC4(C)C3C[C@H](O)C12C (stereo not given in full)	60
CN1CCN(c2ccc3ccccc3n2)CC1	50
CNC(C)[C@@H]1CC[C@@H](N)[C@@H](OC2[C@@H](N)C[C@@H](N)[C@H](OC3OC[C@](C)(O)[C@H](NC)[C@H]3O)[C@H]2O)O1 (stereo not given in full)	63
CC1(C)S[C@@H]2[C@H](N)C(=O)N2[C@H]1C(=O)O	58
CN(C)C(=O)Oc1ccc(C(=O)c2ccc(Cl)cc2)cc1	62
COc1ccccc1N1CCNCC1	61&61
COc1ccc(NC(=O)c2cccn(Cc3ccc(Cl)cc3Cl)c2=O)cc1	52
O=c1oc2ccccc2c(O)c1C(c1ccc([N+](=O)[O-])cc1)c1c(O)c2ccccc2oc1=O	52
CC(=O)OC1CN2CCC1CC2 (stereo not given)	64
CN1C[C@H](CNC(=O)OCc2ccccc2)C[C@@H]2c3cccc4c3c(cn4C)C[C@H]21	59&59
CC1(C)C2C[C@@H](O)[C@]3(C)C(CC[C@@]4(C)[C@H](c5ccoc5)CC5OC543)[C@@]2(C)[C@@H](O)C[C@H]1O (stereo not given in full)	59
C=CC1CC2CCN1C(C(=O)c1ccnc3ccc(OC)cc13)C2 (stereo not given)	53
CP(=O)(O)CCCN	57
CCOc1ccc(-n2c(=S)[nH]c3c(Br)cc(Br)cc3c2=O)cc1	62
CC(C)[C@]12O[C@H]1[C@@H]1O[C@@]13[C@@]1(C)CCC4=C(COC4=O)[C@@H]1C[C@@H]1O[C@@]13C2=O	51
N#Cc1ccc(C(=O)Nc2cc(Br)ccc2C(=O)c2ccccc2Cl)cc1	56
CN1CCN(c2ccccc2/C=N/NC(N)=S)CC1	56
O=C(COc1ccccc1)N1CCN(Cc2nc(-c3cccs3)cs2)CC1	64
O=C/C=C/c1ccco1	55
Cc1c2ccncc2c(C)c2c1[nH]c1ccccc12	56&62
COc1cccc([C@@]2(O)CCCC[C@@H]2CN(C)C)c1	64
CC12CCC3C(CC=C4CC(O)CCC43C)C1C/C(=C\c1ccccc1F)C2=O (stereo not given)	62
CCC1(CC)C(=O)C=CNC1=O	55&59&55
C[N+]1(C)CCOC(O)(c2ccc(-c3ccc(C4(O)C[N+](C)(C)CCO4)cc3)cc2)C1 (stereo not given)	51&62

These rows are one share of the data; the hit share may differ from the screen's.
